TDP1 inh: blocks human tyrosyl-DNA phosphodiesterase 1; Q9NUW8; recombinant TDP1, AlphaScreen DNA substrate cleavage; Potency, µM (doses to about 130 µM), for the others: top-dose activity change, negative = inhibition, usual class: inhibitors; hit rate 0.28% among 350,000; further: nearly all actives have a fitted effect of over 40% in size
Target sequence (Q9NUW8 whole entry, looked up): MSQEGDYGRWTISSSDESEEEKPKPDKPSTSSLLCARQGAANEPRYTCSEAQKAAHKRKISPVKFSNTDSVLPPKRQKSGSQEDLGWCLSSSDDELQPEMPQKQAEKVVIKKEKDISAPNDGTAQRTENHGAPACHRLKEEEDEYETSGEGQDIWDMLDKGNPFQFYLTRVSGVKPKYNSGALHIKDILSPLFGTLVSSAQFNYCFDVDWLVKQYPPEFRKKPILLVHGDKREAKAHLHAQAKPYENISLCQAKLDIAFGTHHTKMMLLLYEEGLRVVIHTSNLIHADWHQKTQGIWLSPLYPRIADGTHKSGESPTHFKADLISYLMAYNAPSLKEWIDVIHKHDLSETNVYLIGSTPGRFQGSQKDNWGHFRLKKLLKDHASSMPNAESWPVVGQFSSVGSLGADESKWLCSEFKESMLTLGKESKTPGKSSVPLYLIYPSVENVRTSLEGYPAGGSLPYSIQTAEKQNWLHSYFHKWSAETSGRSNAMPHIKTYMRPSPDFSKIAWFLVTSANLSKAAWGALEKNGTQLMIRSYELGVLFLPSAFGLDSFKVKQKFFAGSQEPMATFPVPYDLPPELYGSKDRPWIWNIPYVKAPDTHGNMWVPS
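Tdp1 1 nM final; 15 min RT w/ cpd; substrate 15 nM, 5 min; beads 10 ug/ml, 10 min; AlphaScreen read. Neg ctrl: no enzyme.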
DT40 TDP1 no CPT: qHTS for Inhibitors of human tyrosyl-DNA phosphodiesterase 1 (TDP1): qHTS in cells in absence of CPT; Potency, µM (top dose mostly 46.2 µM), for the others: at the top dose activity change, negative = growth inhibition, most hits filed as inhibitors; DT40 Tdp1-/- hTDP1 cells, no CPT, ATP luminescence, 48 h; hit rate 15% among 420,000; further: nearly all actives have a fitted effect of over 55% in size
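Growth of hTDP1-complemented DT40 Tdp1-knockout cells is measured by ATP luminescence after at least 48 hr compound exposure at 37 °C, with DMSO substituting for the 20 nM CPT used in the parallel screen.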
DT40 TDP1 CPT: DT40-hTDP1 cell growth loss with CPT. chicken DT40 Tdp1-/-;hTDP1 cells + 20 nM CPT, ATP luminescence, 48 h. Potency, µM (doses to about 46.2 µM), without a hit: at the highest dose activity change, negative = growth inhibition, hits mostly inhibitors. hit rate 12% among 420,000. AID 686979; further: nearly all actives have a fitted effect of over 55% in size
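Cell growth measured by CellTiter-Glo luminescence after a minimum 48 h, 37 C compound exposure with 20 nM CPT in Tdp1-knockout DT40 cells stably expressing hTDP1, seeded 400/well; qHTS titration format.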
* = called active by the depositor; ? = inconclusive; / = no result given; [ ] = dose if it differs, or a comment. The call rests on the fitted dose curve; in most records, active means well fitted curve in the direction sought with a large enough effect; inconclusive means small, poorly fitted or top-dose-only effect, or another doubt; inactive means no such curve, though single readings can be large; an effect the other way counts as inactive or inconclusive. On the % scale 0 is the no-effect control and ±100 the full control effect; potency means the concentration at half of the fitted maximal effect.

Each structure is followed by: TDP1 inh | DT40 TDP1 no CPT | DT40 TDP1 CPT
N#CCSc1nnc(Cc2cccs2)n1C1CCCCC1
    4% | 4% | -15%
Cc1ccc(CNC(=O)CSC2=Nc3ccccc3C3=NC(C)C(=O)N23)cc1 (stereo not given)
    -1% | ? | -27%
Cc1ccc(CN2C3=NCCCN3c3ccccc32)cc1
    1% | ? | 15µM*
CC(c1ccco1)N(C(=O)c1ccccc1F)c1ccccn1 (stereo not given)
    0% | -7% | 11%
Cc1ccc(NC(=S)NC(=O)c2cccs2)cc1F
    2% | 7.3µM* | -108%
COc1ccc(-n2ncc3c2CC(C)(C)CC3NC(=O)CCN2CCCCC2=O)cc1 (stereo not given)
    -3% | -12% | -24%
Cc1cc2nc(C3CCCN(C(=O)NCc4ccccc4)C3)[nH]c2cc1C (stereo not given)
    2% | ? | -28%
CN(CCNC(=O)c1cc2c(=O)n(C)c3ccccc3c2n1C)Cc1ccccc1
    1% | ? | ?
CC(Oc1ccc2ccc(=O)oc2c1)C(=O)N1CCOCC1 (stereo not given)
    / | -17% | 12%
CCCc1nnc(NC(=O)CCCC(=O)O)s1
    5% | -5% | -12%

Rewritten as tab-separated lines: part of the list above.
SMILES	TDP1 inh	DT40 TDP1 no CPT	DT40 TDP1 CPT
N#CCSc1nnc(Cc2cccs2)n1C1CCCCC1	4%	4%	-15%
CC(Oc1ccc2ccc(=O)oc2c1)C(=O)N1CCOCC1 (stereo not given)	/	-17%	12%
CC(c1ccco1)N(C(=O)c1ccccc1F)c1ccccn1 (stereo not given)	0%	-7%	11%
Cc1ccc(CN2C3=NCCCN3c3ccccc32)cc1	1%	?	15µM*
COc1ccc(-n2ncc3c2CC(C)(C)CC3NC(=O)CCN2CCCCC2=O)cc1 (stereo not given)	-3%	-12%	-24%

(more compounds)
Each structure is followed by: TDP1 inh | DT40 TDP1 no CPT | DT40 TDP1 CPT
CCn1cc(CN2CCCC(C(=O)c3ccc(-c4ccccc4)cc3)C2)cn1 (stereo not given)
    3% | 26µM* | ?
COc1cc(OC)nc(NC(=O)CN2CCN(c3ccc(F)cc3)CC2)n1
    0% | -16% | -12%
COc1cc(C2CC(=O)c3cnc(NC(=O)c4ccco4)nc3C2)cc(OC)c1OC (stereo not given)
    12% | -1% | 4%
COC(=O)c1ccc(CSc2ncnc3c2oc2ccccc23)o1
    3% | ? | ?
O=C(Oc1c(Br)cc([N+](=O)[O-])cc1Br)c1cccnc1
    5% | ? | 18µM*
COc1ccc(CNC(=O)CCc2nnc3n(CC(C)C)c(=O)c4ccccc4n23)cc1
    1% | -4% | 0%
COc1ccccc1N1CCN(C2CCN(S(=O)(=O)c3ccc(NC(C)=O)cc3)CC2)CC1
    / | -21% | -11%
O=C1CCC(C(=O)N(CCO)Cc2ccccc2)CN1CCCN1CCOCC1 (stereo not given)
    0% | 3% | -7%
Cc1ccc(CCNc2ncnc3onc(C)c23)cc1
    -4% | 0.82µM* | 1.8µM*
CCn1cc(C(=O)OCC(=O)Nc2c(C)cccc2C)c(=O)c2ccc(C)nc21
    0% | 23µM* | 16µM*
CC1CC2(CCCCC2)N2C(=O)C(=O)c3cccc1c32 (stereo not given)
    6% | ? | ?
COc1ccc(C(O)c2nc(-c3cc4ccccc4o3)cs2)cc1 (stereo not given)
    / | ? | ?
COC(=O)c1cccc(N(C(=O)c2cnccn2)C(C(=O)NC2CCCCC2)c2cn(C)nc2C)c1 (stereo not given)
    6% | -8% | -9%
O=C(NCc1ccccc1)c1ccc(/C=N/O)nc1
    2% | 0% | -7%
COc1ccccc1N(C)S(=O)(=O)c1ccc(C(=O)OCC(=O)N(C)c2ccccc2)cc1
    11% | -25% | -3%
COc1ccc(C(=O)COc2ncnc3cc(Cl)ccc23)cc1
    / | -20% | -17%
O=C(NCc1ccco1)c1ccc2c(c1)N(Cc1ccccc1)CCS2
    10% | -12% | -14%
O=C(CSc1ccc(-c2ccccn2)nn1)NCc1ccc(F)cc1
    2% | -8% | 14%
CC(=O)Nc1ccc(-c2nn[nH]n2)cc1
    / | 1% | 0%
CC(C)c1nn(-c2cc(C(F)(F)F)ccn2)c(=O)o1
    1% | -1% | 1%
O=C(CCC1CCCCC1)Nc1c[nH]c(=O)[nH]c1=O
    -1% | -17% | -17%
Cc1ccc(C)c2[nH]c(=O)c(CN(CCCN(C)C)C(=O)NCc3ccccc3)cc12
    4% | 23µM* | ?
COc1ccc(OCC(=O)Nc2cccc3cccnc23)cc1
    -4% | 1% | -5%
COc1cccc(NC(=O)N2C3CCCC2CC(NC(=O)C(C)(C)C)C3)c1 (stereo not given)
    6% | 10% | -4%
CCOc1c(Br)cc(C(=O)OCC(=O)N2CCc3ccccc3C2)cc1OC
    -12% | 26µM* | ?
CCOC(=O)c1cnc(-n2cc(C)cn2)nc1Nc1ccccc1OCC
    4% | 6.5µM* | 10µM*
N/C(=N\OC(=O)CC1CCCCC1)c1ccccc1
    -1% | -4% | 4%
O=C(c1cc(S(=O)(=O)N2CCOCC2)ccc1F)N(CCc1ccccc1)Cc1ccccc1
    / | 23µM* | ?
Cc1ccc2[nH]c3nc(SCC#N)nnc3c2c1
    / | -7% | -7%
O=C(c1cccc(Cl)c1)N1CCN(c2ncccn2)CC1
    / | 17% | 3%

Pulled one by one from above, 6 records:
Each structure is followed by: TDP1 inh | DT40 TDP1 no CPT | DT40 TDP1 CPT
COc1cccc(NC(=O)N2C3CCCC2CC(NC(=O)C(C)(C)C)C3)c1 (stereo not given)
    6% | 10% | -4%
O=C(CSc1ccc(-c2ccccn2)nn1)NCc1ccc(F)cc1
    2% | -8% | 14%
O=C(CCC1CCCCC1)Nc1c[nH]c(=O)[nH]c1=O
    -1% | -17% | -17%
O=C(NCc1ccccc1)c1ccc(/C=N/O)nc1
    2% | 0% | -7%
COC(=O)c1ccc(CSc2ncnc3c2oc2ccccc23)o1
    3% | ? | ?
COc1cc(C2CC(=O)c3cnc(NC(=O)c4ccco4)nc3C2)cc(OC)c1OC (stereo not given)
    12% | -1% | 4%

The list goes on:
Each structure is followed by: TDP1 inh | DT40 TDP1 no CPT | DT40 TDP1 CPT
O=C1OC(c2ccccc2)C(O)=C1c1ccccc1 (stereo not given)
    / | 5% | 6%
CCOc1ccc(CNC(=O)CCCc2cn(C)c3ccccc23)cc1
    / | -18% | 10%
Cc1ccc(C2N(c3nccs3)C(=O)C3CCCN32)cc1 (stereo not given)
    0% | 0% | -8%
CCOc1ccc(OCC)c(NC(=O)CN2CCN(c3cccc(C)c3)C(C)C2)c1 (stereo not given)
    4% | 15µM* | 15µM*
Cn1c(Cn2c(=O)sc3ccccc32)nnc1SCC(=O)Nc1cccc(Cl)c1
    3% | -11% | -16%
CCN(C(=O)CN1C(=O)COc2ccc(S(=O)(=O)N3CCOCC3)cc21)c1cccc(C)c1
    8% | 18µM* | ?
COc1ccc(-c2cc3nc4c(c(N5CCC6(CC5)OCCO6)n3n2)CCC4)cc1
    5% | 26µM* | 13µM*
CCc1noc(C)c1C(=O)Nc1nc2ccc(S(C)(=O)=O)cc2s1
    -14% | ? | ?
CSc1ncnc2c1ncn2CCCNCc1ccc(C)o1
    / | -29% | 0%
COC(=O)Cc1[nH]nc2c1C1(C(=O)N(Cc3ccc(Cl)cc3)c3ccccc31)C(C#N)=C(N)O2 (stereo not given)
    -5% | ? | -21%
Cc1ccc(/C(O)=C2\C(=O)C(=O)N(CCCN3CCOCC3)C2c2ccccc2F)cc1 (stereo not given)
    / | 6% | 8%
c1ccc2c(c1)[nH]c1c(N3CCSCC3)ncnc12
    1% | 18µM* | ?
Cc1ccsc1C1CC(=O)NC2=C1C(=O)CC(C)(C)C2 (stereo not given)
    7% | -28% | -23%
Cc1ccc(NS(=O)(=O)c2cn(C)cn2)cc1
    -2% | -19% | -2%
O=C(Nc1cccc([N+](=O)[O-])c1)c1ccc2ccccc2c1O
    -3% | 15µM* | 23µM*
CCC(C)c1ccc(NC(=S)N2CCN(C(=O)C3CCCO3)CC2)cc1 (stereo not given)
    3% | -4% | 11%
Cn1c(=O)c2c(nc(N/N=C/c3cccs3)n2Cc2ccc(Br)cc2)n(C)c1=O
    5% | 23µM* | 21µM*
Cc1cc(C)n2c(SCC(=O)Nc3ccc(F)cc3)nnc2n1
    3% | -28% | -18%
COc1cc(/C=N/Nc2nc(C)cc(C)n2)ccc1OC(=O)c1ccco1
    5% | -14% | -24%
O=C(O)c1cnn2c(C(F)(F)F)cc(-c3ccccc3)nc12
    1% | -14% | -8%
COC(=O)C1(C)NC(c2ccc(F)cc2)C2C(=O)N(c3ccccc3)C(=O)C21 (stereo not given)
    / | 18% | 10%
OC(CN1CCOCC1)Cn1c2c(c3ccccc31)CCCC2 (stereo not given)
    8% | -7% | 2%
CC(C)NC(=O)NC(=O)COC(=O)c1ccccc1O
    3% | -24% | 1%
O=C(CCCn1c(=O)c2ccccc2n(Cc2cccc(F)c2)c1=O)NCc1ccccc1Cl
    5% | ? | ?
COc1ccc(NC(=O)CN(C)C(=O)/C=C/c2cn(-c3ccccc3)nc2-c2ccc(C)cc2)cc1
    0% | 21µM* | ?
C#CC(CC)(CC)NC(=S)Nc1cccc(C(C)=O)c1
    1% | -25% | 2%
CCN1CCN(C(=O)CN(CC)S(=O)(=O)c2ccc3ccccc3c2)CC1
    / | -3% | -3%
N#Cc1cccc(NC(=O)CC2CCCCC2)c1
    0% | -11% | -3%
CSc1ccc(CNc2nnnn2C)cc1
    -2% | -1% | 3%
Cc1cccc(Oc2ccc(NC(=O)c3ccccc3C(=O)O)cc2)c1C
    5% | -1% | 6%
CCn1ncc([N+](=O)[O-])c1C(=O)N1CCc2ccccc2C1
    / | 9% | 19%
Cc1ccc(NC(=O)c2ncn(CCCN(CCCn3cnc(C(=O)Nc4ccc(C)c(C)c4)n3)Cc3ccc4[nH]ccc4c3)n2)cc1C
    / | 15µM* | ?
COc1ccc(/C=C/C(=O)Nc2cc(-c3nc4ccccc4o3)ccc2OC)cc1
    2%[2.28 µM] | ? | ?
COc1ccc(Br)cc1C(=O)Nc1ccc(Cc2ccncc2)cc1
    / | ? | ?
COc1ccc(S(=O)(=O)N/N=C\c2ccc3c(c2)OCO3)c(OC)c1
    4% | ? | ?
COc1cccc(CN2CCC3(CC2)c2ccccc2[C@@H](NC(=O)c2ccccc2OC)[C@@H]3O)c1
    / | 16µM* | ?
O=S1(=O)[C@H]2C[C@@H]3C=C[C@@]2(CN1Cc1ccccc1F)O3
    / | 3% | 1%
Cc1nc2ccccc2nc1OCC(=O)N1CCN(c2ccccc2)CC1
    5% | ? | -24%
CC(C)(C)c1ccc(C(=O)Nc2nnc(Cc3c[nH]c4ccccc34)s2)cc1
    4% | -54% | 8%
Cn1nnc(NC(=O)COc2ccc(C3CCCCC3)cc2)n1
    0% | -8% | -1%
COc1ccc(CNC(=O)c2ccc(Br)s2)cc1OC
    3%[56.1 µM] | -12% | ?
O=C1CCC(C(=O)Nc2cccc3ccccc23)N1 (stereo not given)
    -5% | -8% | 1%
COC(=O)CSc1nnc(-c2cnccn2)n1C
    5%[56.1 µM] | -2% | -8%
CC(=O)N1C[C@@H](CO)[C@@H](N(C)C(=O)C(C)(C)C)C[C@H]1c1ccccc1
    / | -3% | -18%
COc1ccc(N(CC(=O)N/N=C/c2cccc(OC)c2OC)S(=O)(=O)c2ccccc2)cc1
    / | ? | -28%
Cc1cccc(C)c1NC(=O)C(c1ccncc1)N1CCN(C)CC1 (stereo not given)
    / | 0% | 7%
CCCOC1CCCN(C(=O)c2ccc(OC)c(OC3CCN(C(C)C)CC3)c2)C1 (stereo not given)
    2%[56.1 µM] | -13% | -1%
CC(=O)NC1CCN(CC(=O)Nc2nccs2)CC1
    / | 8% | 13%
COc1ccc(S(=O)(=O)N(C)CC(=O)N2CCN(Cc3ccccc3)CC2)cc1C
    4% | ? | ?
CC1(Oc2ccc(CC#N)cc2)CCN(Cc2ccccc2OC(F)F)C1 (stereo not given)
    / | -27% | -29%

The list continues:
Each structure is followed by: TDP1 inh | DT40 TDP1 no CPT | DT40 TDP1 CPT
O=C(NNC(=O)c1ccc2ccccc2c1O)Nc1ccc(F)cc1
    4% | 4% | -8%
C/C(=N\NC(=O)c1ccc(N2CCCC2=O)cc1)c1ccccc1
    2%[0.0935 µM] | -23% | -8%
CC(C)N(Cc1ccccc1)C(=O)COC(=O)c1cc[n+]([O-])cc1
    0% | -19% | -11%
COc1ccc(OC)c(NC(=O)C(CC(=O)O)Cc2ccc(Cl)cc2)c1 (stereo not given)
    5% | ? | -8%
CCCNC(=O)C1(C)CCCN(Cc2cccc(C(F)(F)F)c2)C1 (stereo not given)
    / | 26µM* | 18µM*
Cc1c(Cc2ccccc2)c(=O)oc2cc(OCC(=O)NCC3CCC(C(=O)O)CC3)ccc12 (stereo not given)
    / | -10% | 3%
COc1ccc(CC(=O)N2CCc3cc(OC)c(OC)cc3C2COc2ccc(F)cc2)cc1 (stereo not given)
    10% | 16µM* | 13µM*
